Screening results from PubChem.
TRPC4 block = TRPC4 (mouse) channel inhibition. Q9QUQ5. HEK293 TRPC4beta/mu-opioid, DAMGO-evoked Fluo4 calcium flux; hits give low values. B-score at 10 µM. 300,000 tested, 0.39% active;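 active = B-score over 3 SD under the library average, no early fluorescence shift, positive overall ratio signal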
Target sequence (Q9QUQ5 whole entry, looked up): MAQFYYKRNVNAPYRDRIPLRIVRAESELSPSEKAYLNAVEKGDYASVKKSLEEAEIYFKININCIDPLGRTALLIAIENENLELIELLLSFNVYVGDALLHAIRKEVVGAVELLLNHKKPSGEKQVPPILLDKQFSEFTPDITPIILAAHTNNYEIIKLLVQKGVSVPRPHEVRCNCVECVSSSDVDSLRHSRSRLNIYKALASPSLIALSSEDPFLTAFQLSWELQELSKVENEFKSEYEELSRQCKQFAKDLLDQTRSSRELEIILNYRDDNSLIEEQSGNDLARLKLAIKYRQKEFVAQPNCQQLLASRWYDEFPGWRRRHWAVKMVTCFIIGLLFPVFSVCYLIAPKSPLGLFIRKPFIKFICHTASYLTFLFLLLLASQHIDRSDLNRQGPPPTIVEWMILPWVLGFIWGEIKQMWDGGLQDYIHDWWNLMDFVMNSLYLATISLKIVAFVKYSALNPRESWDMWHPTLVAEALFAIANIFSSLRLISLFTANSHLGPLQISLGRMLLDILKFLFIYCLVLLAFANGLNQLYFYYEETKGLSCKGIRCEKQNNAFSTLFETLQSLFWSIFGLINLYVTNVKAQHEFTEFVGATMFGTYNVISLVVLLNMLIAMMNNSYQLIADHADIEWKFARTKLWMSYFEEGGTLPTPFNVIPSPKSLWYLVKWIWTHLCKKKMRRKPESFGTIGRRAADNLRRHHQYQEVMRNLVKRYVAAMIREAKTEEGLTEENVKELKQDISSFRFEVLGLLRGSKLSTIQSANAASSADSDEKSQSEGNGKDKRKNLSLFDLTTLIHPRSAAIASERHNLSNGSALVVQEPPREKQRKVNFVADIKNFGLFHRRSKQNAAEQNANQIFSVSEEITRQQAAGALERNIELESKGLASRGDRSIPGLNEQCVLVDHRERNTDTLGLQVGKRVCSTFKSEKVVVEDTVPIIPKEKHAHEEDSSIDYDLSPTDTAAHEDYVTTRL
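test system = HEK293 cells with stable TRPC4beta plus mu-opioid receptor expression | detection = Fluo4 Ca2+ flux fluorescence | read-out = integrated fluorescence ratio relative to baseline, converted to per-well B score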
TRPC6 inhibitor = inhibitors of mouse TRPC6 channel | B-score at 10 µM | 310,000 tested, 1.1% active | HEK293-TRPC6, membrane potential dye, ACh-evoked depolarization; hits give low values | AID 2553 | Q61143;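 active = B-score under library mean minus 3 SD, initial fluorescence not abnormally high, positive integrated signal ratio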;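 note: B-score derived from integrated fluorescence ratio over the kinetic read; more negative B-score means stronger inhibition of depolarization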
MrgX1 antagonist = human MrgX1 receptor antagonism, primary screen. AID 588676. 310,000 tested, 1.3% active. MRGX1-HEK293 calcium flux, Fluo-4, BAM8-22 antagonism; hits give low values. Q96LB2. B-score at 10 µM;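 active = calcium-response B-score plate-corrected more than 3 library SD below zero, starting fluorescence within 5 deviations, no agonist response on first addition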;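 note: peak minus trough fluorescence over baseline after final BAM8-22 challenge near maximal dose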
TRPC6 activator = activators of mouse TRPC6 channel | B-score at 10 µM | 310,000 tested, 0.13% active | HEK293-TRPC6 membrane potential dye fluorescence; hits give high values;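 active = B-score of the integrated fluorescence ratio above library mean plus 3 SD, and starting fluorescence ratio within library mean plus 5 SD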;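 note: higher score means more depolarization so channel activation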
MrgX1 ag = agonists of human MrgX1 receptor; Q96LB2; MrgX1-HEK293 cells, Fluo-4 calcium fluorescence, agonist mode; hits give high values; B-score at 10 µM; 310,000 tested, 0.44% active; AID 588627;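 active = calcium response B-score plate-corrected fluorescence ratio at least 3 library SD, with starting fluorescence B-score inside 5 SD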
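Test system: HEK293 cells stably expressing human MrgX1 receptor; amount: 15,000 cells per well; doses: compound delivered in addition one of three; times: overnight plating before 1 h dye loading; detection: Fluo-4 NW calcium-flux fluorescence, kinetic read; read-out basis: B-scored fluorescence response ratio; controls: positive and negative controls per plate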
TRPC4 potent = TRPC4 (mouse) allosteric potentiation; Q9QUQ5; HEK293 TRPC4beta/mu-opioid, DAMGO EC20, Fluo-4 Ca2+ flux; hits give high values; B-score at 10 µM; 310,000 tested, 0.42% active; AID 2227;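 active = B-score of calcium response area above 5 SD of library B-scores, with initial fluorescence ratio within 5 SD of library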;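 note: B-score of integrated fluorescence ratio over time as area under calcium response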
MrgX1 allo act = human MrgX1 positive allosteric modulation, primary screen; MrgX1-HEK293, Fluo-4 calcium flux, FDSS; hits give high values; B-score at 10 µM; 310,000 tested, 0.63% active; AID 588675;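 active = plate-corrected calcium response at least 3 library SD above typical, normal starting fluorescence, not activating the receptor alone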;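 note: compound read alongside a low EC10 to EC30 dose of BAM8-22 agonist; peak minus trough fluorescence over baseline measured at the second addition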
TMEM16A act = mouse TMEM16A channel activation, primary screen | Q8BHY3 | HEK293 TMEM16A/YFP-H148Q/I152L, iodide quench fluorescence; hits give low values | B-score at 10 µM | 340,000 tested, 0.3% active | AID 623877;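 active = fluorescence-ratio B-score plate-corrected deviation score at least 3 library SD below zero, with starting fluorescence score within 5 deviations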;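 note: channel opened by trigger with iodide after compound preincubation; score built on the fluorescence ratio of max minus min over baseline; more negative score means more quench and so TMEM16A activation or potentiation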
TRPC4 agonist = TRPC4 (mouse) channel activation. Q9QUQ5. HEK293 TRPC4beta/mu-opioid, Fluo4 calcium fluorescence; hits give high values. B-score at 10 µM. 310,000 tested, 0.49% active. AID 2237;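 active = B-score above 5 SD of library B-scores, and initial fluorescence ratio not above library mean plus 5 SD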;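 note: positive B-score marks a calcium rise read as TRPC4 activation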
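Material: TRPC4beta and mu-opioid receptor HEK293 stable cells | Incubation: 45 min room-temperature Fluo4 loading, 110 s read | Detection: Kinetic Fluo4 calcium fluorescence | Measure: Integrated baseline-normalised fluorescence ratio, converted to per-well B score | Benchmarks: Low control buffer alone, high control maximal DAMGO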
SKKanGAS inh = inhibitors of SKKanGAS S. pyogenes growth in kanamycin (SK-promoter or general growth effect). BacTiter-Glo, 6 h. inhibition, % at 7.5 µM. 300,000 tested, 1.3% active;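 active = mean replicate score, as percent of positive control median, at least 50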;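 note: strain carries kanamycin resistance gene driven by streptokinase promoter and grows in 40 µg/ml kanamycin; loss of luminescence reflects streptokinase promoter inhibition or plain growth inhibition; 0% = median of DMSO wells and 100% = positive control at its reference dose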
TMEM16A inh = mouse TMEM16A channel inhibition, primary screen. HEK293 TMEM16A/YFP iodide influx fluorescence, ionomycin. 310,000 tested, 1.2% active. normalized B-score (activity score, 25-100; higher = stronger inhibition) at 10 µM. Q8BHY3;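 active = ratio plate-corrected score three or more library SD toward inhibition, starting fluorescence score within five deviations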;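 note: score derived from kinetic fluorescence span divided by baseline fluorescence per well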
Starred values were filed as active, the others as inactive; i = inactive; . = no result given. No enrichment for hits; about 6.7% have a hit in one of these screens.

Below each compound – TRPC4 potent	TMEM16A act	MrgX1 allo act	MrgX1 antagonist	TRPC6 activator	MrgX1 ag	TMEM16A inh	TRPC4 agonist	TRPC6 inhibitor	TRPC4 block	SKKanGAS inh
Cc1ccc(NC(=O)CCNS(=O)(=O)c2ccc3[nH]c(=O)oc3c2)cc1N(C)C
  i	i	i	i	i	i	i	i	i	i	4.7
Cc1cccc(NC(=O)c2ccc3ccccc3n2)c1C
  i	i	i	i	i	i	i	i	i	i	3.9
Cc1ccc(NC(=O)CSc2nccn2Cc2ccco2)cc1
  i	i	i	i	i	i	i	i	i	i	1.6
CC1=CC2=NC(=O)/C(=C\c3cccn3CCOc3ccccc3C)C(=N)N2O1
  i	i	i	i	i	i	i	i	i	i	17.9
CN(C)c1oc(COc2ccccc2F)nc1C#N
  i	i	i	i	i	i	i	i	i	i	-1.1
O=C(c1ccco1)N1CCN(C(=O)C2CC(c3ccccc3F)=NO2)CC1 (stereo not given)
  i	i	i	i	i	i	i	i	i	i	1.8
S=C(Nc1cccc(Cl)c1)N1CCN(c2ccccn2)CC1
  i	i	i	i	i	i	i	i	i	i	-0.7
CN(C)CCCN(C(=O)c1ccc(S(=O)(=O)N2CCCC2)cc1)c1nc2c(F)cc(F)cc2s1
  i	i	i	i	i	i	i	i	i	-9*	-1.2
CCOC(=O)Cn1nc(C)n(-c2c(C)cccc2C)c1=O
  i	i	i	i	i	i	i	i	i	i	-3.7
O=C(c1cccc(N2C(=O)C3C4C=CC(C4)C3C2=O)c1)N1CCN(c2ccccc2F)CC1 (stereo not given)
  i	i	i	i	i	i	i	i	i	i	11.2
CC1CC(C)CN(CCCNC(=O)C2CCCN(c3ncnc4c3nc3n4CCCCC3)C2)C1 (stereo not given)
  18*	i	i	i	i	i	i	i	i	i	1.5
COc1cc(Cc2nccc3cc(OC)c(OC)cc23)c(S(=O)(=O)O)cc1OC
  i	i	i	i	i	i	i	i	i	i	-6.5
CCOC(=O)c1[nH]c2ccc(OC)cc2c1NC(=O)CN1CCc2ccccc2C1
  i	i	8.12*	i	i	i	i	i	i	i	21.1
CCc1ccc(NC(=O)c2ccnc(C(C)(C)C)c2)cc1
  i	i	i	i	i	i	i	i	i	i	0.4
Cc1ccc(CSc2nnc(-c3cccc(S(=O)(=O)N4CCOCC4)c3)n2CC(C)C)cc1
  i	i	i	i	i	i	i	i	i	i	-0.6
COc1cccc(CN2CCNC(=O)C2CC(=O)NCC2CCOCC2)c1 (stereo not given)
  i	i	i	i	i	i	i	i	i	i	6.0
COc1ccc(CCNc2ccc(C(CC(N)=O)NC(=O)Cc3cccc4ccccc34)cc2[N+](=O)[O-])cc1 (stereo not given)
  i	i	i	i	i	i	i	i	i	i	3.4
Cc1ccc(/C=C/S(=O)(=O)NCC(=O)OCC(=O)Nc2ccc(C(N)=O)cc2)cc1
  i	i	i	i	i	i	i	i	i	i	-18.5
O=C(CCc1ccc(S(=O)(=O)N2CCOCC2)cc1)Nc1nccs1
  i	i	i	i	i	i	i	i	i	i	3.7
O=C1NC(c2ccccc2)=C(c2ccccc2)C1=O
  .	i	i	i	.	i	i	.	.	.	.
Cn1c(C(=O)NC2CC2)cc(=O)n(C)c1=O
  i	i	i	i	i	i	i	i	i	i	-12.7
Cc1ccc(-c2noc(CSc3nnc(-c4ccncc4)n3-c3ccc(F)cc3)n2)cc1
  i	i	i	i	i	i	i	i	i	i	-5.8
Cc1ccc(N(CC(=O)NC2CCCCC2)S(=O)(=O)c2cccs2)cc1
  i	i	i	i	i	i	i	i	i	i	27.9
O=C(NCc1cccs1)C1CCCN(S(=O)(=O)c2cccc3cccnc23)C1 (stereo not given)
  i	i	i	i	i	i	i	i	i	i	-5.2
Oc1cccnc1Sc1cccc(C(F)(F)F)c1
  i	i	i	i	i	i	i	i	i	i	2.7
O=C(Oc1cccc(O)c1)C1CCCCC1
  i	.	i	i	i	i	i	i	i	i	-0.4
COC(=O)c1sc(NC(=O)COc2ccccc2C)nc1C
  i	i	i	i	i	i	i	i	i	i	-14.4
CCN(CC(=O)Nc1ccc(NC(C)=O)cc1)C(=O)c1ccc2ccccc2c1
  i	i	i	-5.1*	i	i	i	i	i	i	-13.9
Fc1ccc(/C=N/Nc2ncnc3nc[nH]c23)cc1F
  i	i	i	i	i	i	i	i	i	i	-2.8
O=[N+]([O-])c1cc(C(F)(F)F)ccc1NCCCCNS(=O)(=O)c1ccc(Cl)cc1
  i	i	i	i	i	i	i	i	i	i	15.3
CC(C)(C)CC(C)(C)NC1=CC(=O)OC12CCCCC2
  i	i	i	i	i	i	i	i	i	i	12.9
O=C(Cc1ccccc1[N+](=O)[O-])NCCSCc1c(F)cccc1Cl
  i	i	i	i	i	i	i	i	i	i	-1.4
C#CCOCCOCCOCCNc1nc(N2CCN(C(=O)CCCCCCCCCCNC(=O)Cn3cc(CCCCCN)nn3)CC2)nc(N2CCN(C(=O)CCCCCCCCCCNC(=O)[C@@H](CCC(=O)O)n3cc(CCCCCN)nn3)CC2)n1
  .	i	i	i	.	i	i	.	.	.	.
COc1ccc(N2CCN(C(=O)c3ccccc3NC(=O)C3=C(C)OCCS3)CC2)cc1
  i	i	i	i	i	i	i	i	i	i	-1.8
CCN(CC)C(=O)Cn1cc(S(=O)(=O)CC(=O)Nc2cc(C)on2)c2ccccc21
  i	i	i	i	i	i	i	i	i	i	3.5
CC(=O)Nc1ccccc1C(=O)C(=O)Nc1cccc(F)c1
  i	i	i	i	i	i	i	i	i	i	5.0
Cc1cc(C)c(NC(=O)c2oc3ccccc3c2COc2ccccc2)c(C)c1
  i	i	i	i	i	i	i	i	i	i	58.7*
COc1cc(C(=O)N2CCN(C(=O)c3cc(-c4ccccc4)n[nH]3)CC2)cc(OC)c1OC
  i	i	i	i	i	i	i	i	i	i	-3.0
O=C(Nc1ccc(Cl)c(Cl)c1)c1ccccc1NC(=O)C1CC=CCC1C(=O)O (stereo not given)
  i	i	i	i	i	i	i	i	i	i	.
CCCCNC(=O)Nc1nnc(SCC(=O)OCC)s1
  i	i	i	i	i	i	i	i	i	i	6.0
COC(=O)C(C)Sc1nc2c(cnn2-c2ccc(F)cc2)c(=O)[nH]1 (stereo not given)
  i	i	i	i	i	i	i	i	i	i	-2.2
CCOc1ccc(Br)cc1S(=O)(=O)NCc1ccncc1
  i	i	i	i	i	i	i	i	i	i	-5.1
Cc1ccc(S(=O)(=O)N(C)CC(=O)N2CCCCCC2)cc1
  i	i	i	i	i	i	i	i	i	i	1.3
COC(=O)c1cc(C(=O)N2CCN(c3cccc(C)c3C)CC2)cc([N+](=O)[O-])c1
  i	i	i	i	i	i	i	i	i	i	11.7
CCCS(=O)(=O)N1CCCC(C(=O)NCc2ccco2)C1 (stereo not given)
  i	i	i	i	i	i	i	i	i	i	2.6
COc1ccc(C2CC(=O)c3cnc(NC(=O)c4cccc(OC)c4)nc3C2)cc1 (stereo not given)
  i	i	i	i	i	i	i	i	i	i	.
Cc1ccc(CSCc2nnc(SCC(=O)N3CCN(c4ccccc4)CC3)n2C)cc1
  i	i	i	i	i	i	i	i	i	i	0.1
O=C(CCCOc1ccc(Cl)cc1Cl)Nc1nnc(C2CC2)s1
  i	i	i	i	i	i	i	i	i	i	0.9
Cc1ccc(Nc2nc(N/N=C/c3c[nH]c4ccccc34)nc(N3CCOCC3)n2)cc1
  i	i	i	i	i	i	i	i	i	i	11.5
CCOC(=O)N1CCN(C(=O)c2nn(-c3ccc(C)cc3)c(=O)c3c2c2ccccc2n3C)CC1
  i	i	i	i	i	i	i	i	i	i	6.2
Cc1nn(CCC(=O)NNC(=S)Nc2ccc([N+](=O)[O-])cc2)c(C)c1[N+](=O)[O-]
  i	i	i	i	i	i	i	i	i	i	6.6
Cc1ccccc1CNC(=O)C1CCC(=O)N(CC2CCCCC2)C1 (stereo not given)
  i	i	i	i	i	i	i	i	i	i	-12.7
Cc1ccc(C)c(-c2nn(-c3cc(N4CCN(CCO)CC4)ccc3[N+](=O)[O-])c(=O)c3ccccc23)c1
  i	i	i	i	i	i	i	i	i	i	6.0
CN1CCN(C(=O)c2cn(-c3ccccc3)nc2-c2cccs2)CC1
  i	i	i	i	i	i	i	i	i	i	-5.0
O=C(NC12CC3CC(CC(C3)C1)C2)OCCNC1CCCCC1
  i	i	i	i	i	i	i	i	i	i	-5.4
CC1CN(C(=O)c2ccc(COc3ccccc3Br)o2)CC(C)O1 (stereo not given)
  i	i	i	i	i	i	i	i	i	i	-7.1
CNc1ccccc1-n1ccc(-c2ccccc2)n1
  i	i	i	i	i	i	i	i	i	i	6.8
Cc1ccc(OCc2n[nH]c(=S)n2C2CCCCC2)cc1
  i	i	i	i	i	i	i	i	i	i	-18.5
CCc1ccc(NC(=O)CSc2nnc(COc3ccc4c(c3)CCCC4)o2)cc1
  i	i	i	i	i	i	i	i	i	i	-5.5
CCc1nn2c(=O)cc(COc3cccc(NC(=O)c4ccco4)c3)nc2s1
  i	i	i	i	i	i	i	i	i	i	-1.0

Next part.
Below each compound – TRPC4 potent	TMEM16A act	MrgX1 allo act	MrgX1 antagonist	TRPC6 activator	MrgX1 ag	TMEM16A inh	TRPC4 agonist	TRPC6 inhibitor	TRPC4 block	SKKanGAS inh
COc1cc(/C=C(/C#N)C(=O)c2c(C)[nH]c3ccccc23)ccc1OCC#N
  10*	i	i	i	i	i	i	i	i	i	-15.9
O=C(CSc1n[nH]c(-c2ccco2)n1)Nc1ccccc1Cl
  i	i	i	i	i	i	i	i	i	i	0.1
CCCCn1c(N)c(N(CC(C)C)C(=O)COC(=O)Cc2cccc(OC)c2)c(=O)[nH]c1=O
  i	i	i	i	i	i	i	i	i	i	-9.6
C=C1CCC(O)C2(C)CCC3C(C)C(=O)OC3C12O (stereo not given)
  i	i	i	i	i	i	i	i	i	i	0.8
CC(=O)Nc1ccc(Nc2cc(C)nc3ccccc23)cc1
  i	i	i	i	i	i	i	i	i	i	6.7
Cc1cccc(C)c1NC(=O)CN(C)CC(=O)Nc1ccc(F)c(Cl)c1
  i	i	i	i	i	i	i	i	i	i	.
Cc1nc2cc(C(=O)OCC(=O)NC3CCS(=O)(=O)C3)ccc2n1-c1ccccc1 (stereo not given)
  i	i	i	i	i	i	i	i	i	i	4.6
